S3 lipid droplet – qHTS Assay for Lipid Storage Modulators in Drosophila S3 Cells; Drosophila S3 cells, BODIPY lipid droplet fluorescence, 18-24 h; cells fed with added oleic acid; lipid storage change, negative = inhibition, % at the top dose, mostly 46.1 µM; hits show Potency in µM; hit rate 0.64% among 320,000; active means well fitted inhibition curve with a large enough effect in the signal ratio, with a control signal flat, not every such curve was filed as active; inconclusive means small, poorly fitted or top-dose-only effect, or effect the other way, or a change in a side signal; the % refers to the signal ratio
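Drosophila S3 cells got compounds at several concentrations plus oleic acid (400 uM solution). Laser-scanning cytometry with 488 nm excitation read lipid droplets at 500-530 nm and cells at 575-640 nm. Percent activity was relative to 20 uM Triacsin C.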
S3 lipid droplet cell count max – recorded beside S3 lipid droplet, whose call it bears; cell number change, %; measured here: cell count max response;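 cells counted by Cell Tracker Red CMTPX staining in the red channel; peak over a dose series mostly up to 46.1 µM; percent activity relative to internal control wells on each plate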
Numbers without * were called inactive; i = inactive; ? = inconclusive; · = no result given; [ ] = another dose, or the depositor's remark. On the % scale 0 is the no-effect control and ±100 the full control effect; potency means the concentration at half of the fitted maximal effect.

Molecule	S3 lipid droplet	S3 lipid droplet cell count max
Cc1c(-c2ccccc2)[n+](=O)c(-c2ccc(Br)cc2)c(C)n1[O-]	-3%	14
C=CCNCC(O)COc1ccc(C(C)=O)cc1OC (stereo unspecified)	8%	11
CC(C)CCNC(=O)NC(=O)COc1ccccc1C#N	i	·
COc1cc(C(=O)N2CCN(Cc3ccccc3C(F)(F)F)CC2)cc(OC)c1OC	-7%	·
Cc1ccsc1C(=O)OCC(=O)Nc1sccc1C(N)=O	-22%	3
CCC(=O)Nc1ccc2oc(-c3cccnc3)nc2c1	6%	18
O=C(N/C(=C/c1ccc(Br)cc1)C(=O)N1CCOCC1)c1cccs1	20%	·
CCOC(=O)/C=C/C(=O)Nc1ccc(S(=O)(=O)N(C)c2ccccc2)cc1	3%	-10
COc1ccc(NC(=O)COC(=O)CC2Sc3ccccc3NC2=O)cc1 (stereo unspecified)	?	·
CN(C)c1ccc(/C=C2\C(=N)N3N=C(CC(=O)N4CCCCC4)SC3=NC2=O)cc1	?	·
O=S(=O)(Nc1ccc(O)c(CN2CCCCC2)c1)c1ccccc1	?	·
O=C1C=CC(=O)N1c1ccc(N2CCCCC2)cc1	?	·
COc1ccc(-c2nn(-c3ccccc3C)cc2CNCc2cccnc2)cc1F	?	·
O=C(CCl)N1c2ccccc2CCc2ccccc21	?	·
CCCN1CCC(NC(=O)c2cccc(Oc3ccccc3)c2)CC1	2%	16
O=C(COC(=O)CCN=C1NS(=O)(=O)c2ccccc21)NNC(=O)c1ccccc1	-2%[0.0737 µM]	-17
CCN1CCN(CCNC(=O)c2cn(Cc3ccccc3F)nn2)CC1	10%	15
CCN(CC)S(=O)(=O)c1cccc(C(=O)N/N=C/c2ccccn2)c1	3%	-3
COC(c1ccccc1)c1nnc(CCC(=O)N(C)CCCC2CCCC2)o1 (stereo unspecified)	?	·
CCN(Cc1ccncc1)Cc1ccc(Br)cc1	?	·
CNCCCNC(=O)c1ccc(/C=N/O)nc1	?	·
CC(OC(=O)c1ccc(OCC2CCCO2)cc1)C(=O)N(C)Cc1ccccc1 (stereo unspecified)	?	·
Cc1ccc(NC(=O)C(C)OC(=O)c2n[nH]c3ccccc23)cc1 (stereo unspecified)	28%	·
Cc1ccc([N+](=O)[O-])cc1NC1CC(O)C(CO)O1 (stereo unspecified)	9%	0
CCn1cc(C(=O)NCCc2ccccc2)c(=O)c2cc(F)c(N3CCN(C)CC3)cc21	?	·
CC(C)(C)N(Cc1ccccc1)C(=O)COC(=O)c1ccc([N+](=O)[O-])o1	12µM*	-26*
COc1ccc(NC(=S)N/N=C/c2ccc(F)c(F)c2)cc1	13%	3
CC(NC(=O)c1ccc(CS(C)(=O)=O)cc1)C1CC2CCC1C2 (stereo unspecified)	?	·
O=C(CN1CCN(c2ccc([N+](=O)[O-])cc2)CC1)Nc1nccs1	-29%	-2
COc1ccccc1NC(=O)COc1ccc(/C=N/n2cnnc2)cc1OC	7%	6
CCN(CC)C(=O)N(CC)Cc1ccccc1	?	·
O=C(CSc1nnc(-c2cccnc2)o1)Nc1ccccc1F	10%	3
CCn1c(SCc2ccccc2)nnc1C1CCCCC1	2%	9
CNc1nc(SC)n(C)c(=O)c1N=O	10%	9
COc1ccccc1NC(=O)CSc1nnc(-c2ccco2)o1	24%	·
O=C(Nc1ccccc1N1CCCCC1)c1cccc(Cl)c1	10%	7
O=C1NCCN1C(=O)N(c1ccccc1)c1ccccc1	?	·
CCOC(=O)c1c(C)oc2cc(Br)c(OC(=O)N3CCOCC3)cc12	i	29
CCOCCc1nnc(N)s1	?	·
COc1ccccc1/C=C(\C#N)C(=O)c1cccn1C	0%	-3
Cc1cc(N=Cc2c(O)ccc3ccccc23)no1	?	·
O=C(NCCCN1CCOCC1)C(=O)NCc1ccccc1	?	·
COc1cc(C2/C(=C(\O)c3ccc4c(c3)CC(C)O4)C(=O)C(=O)N2CCCn2ccnc2)ccc1O (stereo unspecified)	?	·
COc1ccccc1C(c1nnnn1Cc1ccccc1)N1CCN(C2CCCC2)CC1 (stereo unspecified)	-8%	-1
C=CCn1c(SCc2ccc(C(=O)O)cc2)nc2sc(C)c(C)c2c1=O	?	·
COc1ccc(OC)c(NC(=O)C(C)SCc2nc3sc(C)c(C)c3c(=O)[nH]2)c1 (stereo unspecified)	?	·
CC(C)Cc1csc(NC(=O)c2ccc(F)cc2)c1C(=O)O	?	·
CCn1ncc(-c2csc(N)n2)c1C	9%	10
CCC(C)NC(=O)CNC(=S)N(Cc1ccccc1F)C1CCCCC1 (stereo unspecified)	?	·
CCOc1ccc(NC(=O)Cc2ccc(S(=O)(=O)N3CCOCC3)s2)cc1OCC	?	·
CCN(CC)CC(C)CNC(=O)CN1C(=O)CSc2ccc(S(=O)(=O)N3CCOCC3)cc21 (stereo unspecified)	2%	-8
CC(=O)c1cccc(NS(=O)(=O)c2ccc(-c3cc(C)no3)s2)c1	?	·
NC(=O)CN1CCN(c2cccc(Cl)c2)CC1	6%	6
COc1ccc2ccccc2c1-c1sc(Nc2ccccc2)n[n+]1-c1ccc(F)cc1	?	·
c1ccc(CNn2c(N3CCOCC3)nc3ccccc32)cc1	-6%	-13
CCCn1nc(C(=O)NC2CC2)c2ccccc2c1=O	0%	-21

(listing goes on)
Molecule	S3 lipid droplet	S3 lipid droplet cell count max
CC(C)(C)n1nnnc1C(c1ccncc1)N1CCN(C2CCCCC2)CC1 (stereo unspecified)	?	·
COC(C[C@H]1O[C@H]1[C@H](O)COCc1ccccc1)OC	-16%	-18
O=C(CSc1nnc(-c2ccco2)n1Cc1ccco1)NCc1ccccc1	?	·
CC(=O)N1c2ccc(S(=O)(=O)NCC3CCC(C(=O)Nc4cccc(C)n4)CC3)cc2CC1C (stereo unspecified)	i	-29
CC(=O)Nc1ccc(S(=O)(=O)NCCC(=O)NNC(=O)c2ccncc2)cc1	?	·
COc1ccc2oc(C(=O)N3CCN(C(=O)c4ccco4)CC3)c(C)c2c1	?	·
COc1ccc(N/N=C(\C=N\O)C(=O)c2ccc(OC)cc2)cc1	?	·
COc1cc(/C(C)=N/NC(=O)CSc2nncn2C)ccc1OCc1ccccc1Cl	?	·
CN(C(=O)c1ccc(S(=O)(=O)NC2CCCC2)cc1)C1CCCCC1	i	·
Cc1c(C(=O)O)oc2c1/C(=N\O)CC(C)(C)C2	?	·
Cc1cc(OCCCCOc2ccc(C#N)cc2)ccc1[N+](=O)[O-]	?	·
Nc1ncnc2c1cnn2-c1ccccc1	?	·
CCC(C)Sc1nnc(NS(=O)(=O)Cc2ccccc2)s1 (stereo unspecified)	i	-24
COc1ccc(-c2oc3ccccc3c2C(=O)OCc2ccc(O)cc2)cc1	?	·
Cc1ccc(NS(=O)(=O)c2ccc(C(=O)NCc3ccccn3)cc2)cc1	-21%	0
Cc1ccc(S(=O)(=O)N(CC(=O)N/N=C/c2ccc(F)cc2)c2cccc3cccnc23)cc1	0%	-25
COc1ccc(C(C)(C)C)cc1NC(=O)c1ccc2ncsc2c1	?	·
O=C(COc1ccccc1Cl)NNC(=O)c1ccc2c(=O)n3c(nc2c1)CCC3	?	·
COc1cccc(NC(=O)C(OC(=O)c2cnc(C)cn2)c2ccccc2)c1 (stereo unspecified)	?	·
CCS(=O)(=O)N1CCN(S(=O)(=O)c2ccc3ccccc3c2)CC1	i	17
CCOc1ccc2nc(NC(=O)CCn3cccc3)sc2c1	-9%	-18
O=C(Nc1ccccc1C(=O)O)c1ccc(Br)c(S(=O)(=O)NCc2ccccc2)c1	8%	16
COc1ccc(S(=O)(=O)NNC(=O)Cc2csc(C)n2)cc1[N+](=O)[O-]	?	·
Fc1ccc(C(c2nnnn2C2CCCCC2)N2CCCC2)cc1 (stereo unspecified)	4%	-14
COc1cccc(S(=O)(=O)NC2CCN(C#N)C2)c1 (stereo unspecified)	?	·
COc1cc(OC)cc(C(=O)Nc2ccccc2-c2nnn(CC(=O)Nc3cc(C)on3)n2)c1	?	·
Cc1ccccc1-c1nnn(CC(=O)N(C)CC(=O)Nc2ccccc2C(F)(F)F)n1	?	·
CCCOc1ccc(-c2cn3ccccc3n2)cc1[N+](=O)[O-]	?	·
CC(=NC1CC1)C1=C(O)c2ccccc2C1=O	?	·
O=C(CNc1ccccc1Cl)N/N=C1\CCCc2ccccc21	?	·
CCN(CC)CCNC(=O)C1c2ccccc2C(=O)N(CCOC)C1c1ccc(F)cc1 (stereo unspecified)	i	11
Cc1ccc(C)c(-n2nnnc2SCC(=O)c2c(N)n(C)c(=O)n(C)c2=O)c1	?	·
O=C(Nc1nnc(-c2ccccc2)s1)c1ccc(F)cc1	?	·
COc1ccc2oc(C(=O)OCC(=O)N3CC(C)OC(C)C3)c(C)c2c1 (stereo unspecified)	i	-16
CC(=O)OC(Cn1nc(C)cc1C)c1ccccc1 (stereo unspecified)	i	7
CCCCN(C)CCNC(=S)Nc1ccc2nc(N3CCN(CC)CC3)cc(C)c2c1	?	·
COc1ccc(-c2cc(-c3cc(F)ccc3O)[nH]n2)cc1OC	7%	-21
COc1ccc2nc(N)sc2c1	?	·
COCCNc1oc(/C=C/c2ccccc2OC)nc1S(=O)(=O)c1ccccc1	i	1
O=C(CN1C(=O)NC2(CCCCC2)C1=O)Nc1ccc(N2CCOCC2)cc1	-3%	15

An excerpt from above in order of their number in S3 lipid droplet cell count max, ascending.
Molecule	S3 lipid droplet	S3 lipid droplet cell count max
COc1ccc(-c2cc(-c3cc(F)ccc3O)[nH]n2)cc1OC	7%	-21
COc1ccc2oc(C(=O)OCC(=O)N3CC(C)OC(C)C3)c(C)c2c1 (stereo unspecified)	i	-16
COCCNc1oc(/C=C/c2ccccc2OC)nc1S(=O)(=O)c1ccccc1	i	1
CC(=O)OC(Cn1nc(C)cc1C)c1ccccc1 (stereo unspecified)	i	7
O=C(CN1C(=O)NC2(CCCCC2)C1=O)Nc1ccc(N2CCOCC2)cc1	-3%	15

Looked up above:
CCN1CCN(CCNC(=O)c2cn(Cc3ccccc3F)nn2)CC1 | S3 lipid droplet = 10%
O=C(Nc1ccccc1C(=O)O)c1ccc(Br)c(S(=O)(=O)NCc2ccccc2)c1 | S3 lipid droplet = 8%

Further records follow:
Molecule	S3 lipid droplet	S3 lipid droplet cell count max
CCCCNC(=S)N(CCO)Cc1cc2cc3c(cc2[nH]c1=O)OCCO3	?	·
CC1CCC2(CC1)NC(=O)N(CC(=O)Nc1ccccc1-c1ccccc1)C2=O (stereo unspecified)	?	·
CCC(=O)Nc1c2c(nn1-c1ccc([N+](=O)[O-])cc1)CS(=O)(=O)C2	6%	·
NC[C@@H]1O[C@H](C23CC4CC(CC(C4)C2)C3)Cc2c1ccc(O)c2O	-26%	-13
Cc1cc(=O)oc2cc(OCC(=O)N3CCC(O)CC3)c(Cl)cc12	i	-8
Cc1ccccc1OCC(=O)Nc1nnc(C2CC2)s1	18%	-13
COC(=O)c1cc(S(=O)(=O)N2c3ccccc3CC2C)c[nH]1 (stereo unspecified)	i	10
Cc1cccc(-n2c(CNC(=O)c3cccc([N+](=O)[O-])c3C)n[nH]c2=S)c1	4%	10
COc1cc2c(cc1OC)C(=S)NC1(CCCC1)C2	?	·
O=C(CSc1nc2ccc(NC(=O)c3ccccc3C(=O)O)cc2s1)Nc1ccc(F)c([N+](=O)[O-])c1	?	·
CN(C)c1ccc(/C=N/NC(=O)C(O)(c2ccccc2)c2ccccc2)o1	?	·
Cc1ccc(S(=O)(=O)N2CCOCC2)cc1NC(=O)COC(=O)c1cnc(Cl)c(Cl)c1	15%	24
Nc1nc(Nc2ccc(Cl)cc2)nc(NCCO)c1[N+](=O)[O-]	6%	-8
CCc1nc2c(c(SC)nn2-c2ccccc2)c(N)c1C(=O)OC	?	·
O=C(CCCCl)NC(=S)Nc1cc(C(F)(F)F)ccc1N1CCOCC1	?	·
CCOC(=O)c1sc(=S)n(-c2ccc(C)cc2)c1N	-1%	-1
CC(C)CNC(=S)NNC(=O)c1csc2ccccc12	?	·
COc1cc(C(=O)N(C)C2CCCN(Cc3ccccc3F)C2)cc(OC)c1OC (stereo unspecified)	3%	0
CCC(C)(C(=O)Nc1ccccc1C)N(C(=O)CNC(C)=O)c1ccccc1C (stereo unspecified)	-2%	-1
O=C(CSc1nnc(CNC(=O)c2ccccc2F)o1)NCC1CCCO1 (stereo unspecified)	?	·
COC(=O)C1SCC2C(=O)N(Cc3ccc(Cl)c(Cl)c3)CC(=O)N21 (stereo unspecified)	?	·
Cc1cc(=O)[nH]c(SCC(=O)N2CCC(C(N)=O)CC2)n1	-10%	-1
Cc1cc(C)n(Cc2ccc(Cl)c(Cl)c2)c(=O)c1S(=O)(=O)c1ccccc1	?	·
COc1ccc(NC(=O)c2cc(-c3ccc(C)cc3)on2)cc1OC	?	·
CCOC(=O)N/N=C/c1c(C)nn(-c2cccc(C(F)(F)F)c2)c1Cl	-7%	-1
Cc1ccc(-c2nc3ncccc3o2)cc1N	25%	-9

An excerpt. The share of hits here may be higher or lower than overall.
